# CHRM1 agonist: human M1 muscarinic receptor agonists, primary screen, Fluo-8 calcium fluorescence, CHO-K1 cells, HTS | 0.33% of 360,000 active | activation, % at 3 µM | AID 588814, 2011 | Muscarinic acetylcholine receptor M1 (Homo sapiens), P11229 | CHO-K1 hM1, agonist mode; 0% DMSO, 100% acetylcholine EC100;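 active means activation above the run's mean compound activation plus 3 SD, cut at about 16% in these data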;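 further: peak over basal fluorescence ratio within a 140 s kinetic read after compound addition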
# CHO-K1 Ca antag: M1 antagonist counterscreen hit in parental CHO-K1 cells. ATP-induced calcium, Fluo-8 fluorescence. inhibition, % at 3 µM. 0.6% of 360,000 active;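 active means inhibition above a per-plate cutoff, the plate's mean sample inhibition plus 3 SD, cut at about 24% in these data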;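 further: 0% = DMSO plus EC80 ATP and 100% = DMSO alone without ATP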
# CHO parental Ca: ATP-evoked calcium signal inhibitors, parental CHO, primary screen, counter-screen for OX1R antagonist project, cell-based, fluorescence, Fluo-8 calcium dye; parental CHO-K1, ATP-induced calcium, Fluo-8 fluorescence; 0.63% of 330,000 active; inhibition, % at 5.6 µM; AID 463079, 2010;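 active means inhibition above that plate's mean sample inhibition plus 3 SD, cut at about 26% in these data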;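 further: 0% = ATP-challenged DMSO wells and 100% = DMSO wells without ATP; some compounds past the cut are filed as inactive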
#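 test system = CHO parental line | reagent = ATP stimulus | measured by = intracellular calcium via Fluo-8 no-wash fluorescent dye | control set = ATP and no-ATP DMSO wells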
# TAAR1 ag: human TAAR1 agonists, primary screen, Fluo-8 calcium fluorescence, CHO RD-HGA16 cells; Trace amine-associated receptor 1 (Homo sapiens), Q96RJ0; activation, % at 3 µM; vehicle wells 0%, saturating PEA agonist 100%; 0.99% of 360,000 active;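 active means activation above the mean activation of all test compounds in the run plus 3 SD, cut at about 38% in these data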
# Target sequence (Q96RJ0 whole entry, looked up): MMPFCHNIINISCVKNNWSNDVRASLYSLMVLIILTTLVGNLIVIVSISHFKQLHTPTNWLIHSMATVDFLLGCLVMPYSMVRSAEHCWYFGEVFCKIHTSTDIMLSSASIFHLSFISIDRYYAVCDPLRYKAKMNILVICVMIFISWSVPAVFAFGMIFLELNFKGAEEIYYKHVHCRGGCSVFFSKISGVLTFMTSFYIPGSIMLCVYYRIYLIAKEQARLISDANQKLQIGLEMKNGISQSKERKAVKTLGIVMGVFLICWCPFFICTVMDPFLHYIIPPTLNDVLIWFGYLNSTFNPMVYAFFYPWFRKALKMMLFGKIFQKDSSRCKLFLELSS
#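 Assay system – CHO-derived RD-HGA16 cells with stable Gα16 and human TAAR1 · Compound dosing – one-point dosing at 3 µM (nominal) · Incubation – 17-24 h seeding, 75 min 37 °C dye, 30 min RT · Measured by – kinetic Fluo-8 calcium fluorescence · Control set – DMSO vehicle as 0%, PEA at EC100 as 100% · Repeats – single well for each compound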
# TAAR1 antag: human TAAR1 antagonists, primary screen, Fluo-8 calcium fluorescence, CHO RD-HGA16 cells; AID 624466, 2012; inhibition, % at 3 µM; antagonist; Trace amine-associated receptor 1 (Homo sapiens), Q96RJ0; 1.5% of 360,000 active;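 active means inhibition above a per-plate cutoff, the mean inhibition of test compounds on that plate plus 3 SD, cut at about 49% in these data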;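 further: 0% = DMSO plus EC80 beta-PEA response and 100% = DMSO alone without agonist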
#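 test system = CHO RD-HGA16 cells bearing hTAAR1 | replication = singlicate | controls = DMSO-only wells and EC80 β-PEA-stimulated wells | reagent = EC80 β-phenethylamine stimulus | read-out basis = percent inhibition of PEA-evoked calcium signal, max/basal emission ratio | schedule = seeding 17-24 h prior, 75-min 37 °C, 30-min RT dye loading | signal = kinetic Fluo-8 calcium fluorescence measurement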
# CHO-K1 Ca ag: counter-screen for M1 agonists: effect in parental CHO-K1 cells | Fluo-8 calcium fluorescence; scaled to maximal ATP response, vehicle zero | activation, % at 3 µM | 0.48% of 360,000 active | AID 602248, 2012; in the data active means activation above about 15%;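 further: untransfected CHO-K1 host cells lacking M1 receptor as counterscreen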
# CHO-K1 Ca PAM: nonselective calcium activators in parental CHO-K1 cells, primary screen, counter-screen for M1 PAM project, cell-based, Fluo-8 calcium fluorescence, full deck, 1536-well; 0.02% of 360,000 active; ATP EC20; 0% at ATP EC20, 100% at ATP max; AID 602247, 2012; activation, % at 3 µM;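 active means activation above the run cutoff, the mean activation of all test compounds plus 3 SD, cut at about 40% in these data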;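 further: peak over basal fluorescence ratio in a 140 s read after ATP addition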
# CHRM1 antagonist: human M1 muscarinic receptor antagonists, primary screen, CHO-K1 cells, Fluo-8 calcium fluorescence, 1536-well. Muscarinic acetylcholine receptor M1 (Homo sapiens), P11229. CHO-K1 hM1, ACh EC80 antagonist. inhibition, % at 3 µM. 1.3% of 360,000 active. AID 588852, 2011;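 active means percent inhibition above its own plate's cutoff, namely the mean of that plate's compound wells plus 3 SD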;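 further: peak over basal fluorescence ratio during 140 s after agonist addition; 0% = ACh EC80 plus DMSO and 100% = DMSO alone without agonist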
# OXTR potentiator: human OXTR potentiators, primary screen, fluorescence, CHO-OTR cells, Fluo-8 calcium; Oxytocin receptor (Homo sapiens), P30559; Fluo-8 calcium fluorescence, potentiator mode; 0% = oxytocin EC15, 100% = EC100; activation, % at 3 µM; 0.061% of 320,000 active; AID 2445, 2010;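 active means activation above that plate's cutoff, the mean activation of tested compounds plus 3 SD, cut at about 6.6% in these data, passing the limit was not always enough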;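 further: 100% uses oxytocin at 75 nM as the full agonist control; some results filed as inactive read as strong as hits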
# Target sequence (P30559 whole entry, looked up): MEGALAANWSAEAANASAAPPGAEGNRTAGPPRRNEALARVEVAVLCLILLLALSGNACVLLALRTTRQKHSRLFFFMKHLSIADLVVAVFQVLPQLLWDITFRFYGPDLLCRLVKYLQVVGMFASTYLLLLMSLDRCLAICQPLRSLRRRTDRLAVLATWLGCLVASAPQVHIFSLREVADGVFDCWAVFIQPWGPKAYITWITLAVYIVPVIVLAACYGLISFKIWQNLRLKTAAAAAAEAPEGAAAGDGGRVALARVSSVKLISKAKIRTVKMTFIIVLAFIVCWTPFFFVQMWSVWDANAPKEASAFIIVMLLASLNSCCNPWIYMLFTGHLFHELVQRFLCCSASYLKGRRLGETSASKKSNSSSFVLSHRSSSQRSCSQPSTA
#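 System: human OTR in CHO cells / Also added: sub-maximal oxytocin, roughly EC15 / Control set: EC15 oxytocin low, 75 nM oxytocin high / Schedule: 6 min compound pre-incubation at room temperature, 100 s kinetic read / Compound: single-point 3.0 µM / Replication: singlicate / Technique: Fluo-8 calcium dye fluorescence / Read-out basis: % activation of max/min ratio relative to oxytocin controls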
# * hit, by the source's call; . = no result given. This is a random part of the collection; any-hit rate near 4.2%.
1	Cc1sc2ncn(CC(=O)NCC(=O)N3CCN(c4ccccc4F)CC3)c(=O)c2c1C
2	CN(C)Cc1csc(NC(=O)Nc2cccc(C(F)(F)F)c2)n1
3	O=C(NCc1ccccc1Cl)c1ccc2nc[nH]c2c1
4	Cc1ccc(S(=O)(=O)Cc2ccc(C(=O)N3CCN(c4ccc(F)cc4)CC3)o2)cc1
5	Oc1ccc(Br)cc1CNn1cnnc1
6	O=C(c1cccc([N+](=O)[O-])c1)N1CCN(c2ccccn2)CC1
7	CCOc1nc(Nc2ccc(OC)c(Cl)c2)nc(OCC)n1
8	Cc1ncc(CO)c2cc(S(=O)(=O)c3ccc(F)cc3)c(=O)oc12

compound no.	1	2	3	4	5	6	7	8
CHRM1 agonist	-1	2	-9	-1	0	-12	-6	-1
CHO-K1 Ca antag	4	-8	-12	-11	13	-12	16	-13
CHO parental Ca	-7	.	7	-20	-12	-3	-20	0
TAAR1 ag	0	19	4	1	0	3	9	1
TAAR1 antag	-4	4	0	13	-11	2	-4	-10
CHO-K1 Ca ag	0.0	1.8	1.1	1.9	0.1	1.4	-0.4	0.1
CHO-K1 Ca PAM	22	11	8	-1	-5	30	-4	5
CHRM1 antagonist	-10	-10	-12	-11	-13	-7	-36	23*
OXTR potentiator	-1	.	-5	-2	-2	-4	-4	-6

9	CC(C)COc1cc(=O)[nH]c(SCC(C)C)n1
10	CC(=O)Nc1ccc(C(=O)OCCc2ccccc2)cc1
11	CN1CCN(C(=O)c2ccc3c(c2)N(C)C(=O)/C(=C/c2cccc(Cl)c2)S3)CC1
12	O=C(CSc1ccc(Br)cc1)N1CCN(S(=O)(=O)c2ccccc2)CC1
13	Cc1cc2c(cc1S(=O)(=O)N1CCN(c3cccc(C(F)(F)F)c3)CC1)OCC(=O)N2
14	COC(=O)NCc1cccc(CNC(=O)OC)c1
15	O=c1[nH]n2c(=O)c3c([nH]c2c1N=Nc1ccccc1)CCC3
16	CC(C)n1nnnc1SCC(=O)Nc1ccccc1N1CCOCC1

compound no.	9	10	11	12	13	14	15	16
CHRM1 agonist	-6	11	-1	-4	-2	1	-5	-2
CHO-K1 Ca antag	-3	-7	2	0	-9	7	-13	3
CHO parental Ca	-20	-9	1	-6	-10	15	2	-4
TAAR1 ag	13	7	4	0	6	1	-1	7
TAAR1 antag	-26	-7	3	-2	9	7	-1	-12
CHO-K1 Ca ag	-0.6	1.7	2.6	2.3	1.0	-0.3	0.0	0.2
CHO-K1 Ca PAM	8	5	11	7	11	0	29	11
CHRM1 antagonist	-2	1	2	2	-5	-1	-5	-23
OXTR potentiator	1	-3	-6	-15	-7	-10	1	-3

17	C[C@H](CO)N1C[C@H](C)[C@H](CN(C)Cc2ccncc2)Oc2ncc(C#CC3CC3)cc2C1=O
18	COc1ccc(CC2(CO)CCN(S(=O)(=O)c3sccc3C)CC2)cc1
19	O=C(Cn1cc([N+](=O)[O-])ccc1=O)NCC(=O)Nc1ccc(F)c(F)c1F
20	Cc1ccc(/C=N/NC(=O)c2ccc(-n3cnnn3)cc2)cc1
21	CSc1ccc(C(O)c2ncc(-c3ccc(F)cc3)[nH]2)cc1 (stereo not drawn)
22	C=CCn1c(-c2cc(-c3ccccc3)sc2N)n[nH]c1=S
23	COc1ccc([C@H]2CN(c3ccc(OC)cc3)C(=O)[C@@H]2CC(=O)Nc2ccccc2)cc1
24	CCCC(=O)Nc1nc(-c2ccc(OC)cc2)cs1

compound no.	17	18	19	20	21	22	23	24
CHRM1 agonist	-11	-3	-3	-1	0	-4	-3	-3
CHO-K1 Ca antag	-9	-20	-7	-12	-4	-5	-16	-3
CHO parental Ca	.	-7	-12	-3	.	-8	.	-12
TAAR1 ag	3	2	21	13	6	4	5	10
TAAR1 antag	-9	39	-15	21	-14	-23	21	2
CHO-K1 Ca ag	1.1	6.4	0.2	0.5	2.4	0.2	1.8	0.6
CHO-K1 Ca PAM	21	-2	8	11	8	-7	30	9
CHRM1 antagonist	-4	2	-6	-5	-16	4	-4	-10
OXTR potentiator	.	-10	-6	-2	.	-6	.	-3

25	CCOC(=O)C1=CN(C(C)C)CCC1=O
26	CC(=O)Oc1ccc2c(=O)c(/C=N/c3cc(=O)[nH]c(=S)[nH]3)coc2c1
27	CCOC(=O)c1cnc(SCC(=O)c2ccc3c(c2)OCCO3)nc1N
28	O=C(CP(=O)(O)CC(=O)c1ccccc1)c1ccccc1
29	COc1ccc(-c2oc3c(c2C#CCCCCO)C(OCCO)CC3)cc1 (stereo not drawn)
30	c1ccc(N2CCN(Cc3cn4ccccc4n3)CC2)cc1
31	O=C(CSc1nc(NS(=O)(=O)c2ccccc2)cc(=O)[nH]1)Nc1cccc(C(F)(F)F)c1
32	CCOCCCNS(=O)(=O)c1ccc(-n2cnnn2)c(OC)c1

compound no.	25	26	27	28	29	30	31	32
CHRM1 agonist	-4	-2	-5	-3	.	-7	-4	-3
CHO-K1 Ca antag	-4	-8	-27	4	-7	-17	-7	1
CHO parental Ca	.	-16	-9	-7	.	2	.	-6
TAAR1 ag	1	0	2	3	1	1	1	14
TAAR1 antag	5	-7	-2	17	-19	-4	-1	-6
CHO-K1 Ca ag	-0.5	1.4	8.0	0.0	0.9	-0.3	0.6	13
CHO-K1 Ca PAM	3	11	20	10	3	2	3	6
CHRM1 antagonist	-10	-8	2	-7	.	4	-5	-6
OXTR potentiator	.	2	-5	-5	.	4	.	-4

33	Cc1coc2c1C(=O)C(=O)c1c-2ccc2c(C)cccc12
34	Cc1noc(C)c1COc1ccc(C(=O)OC(C)C(=O)Nc2ccc(N3CCOCC3)cc2)cc1 (stereo not drawn)
35	COc1ccc(C(=O)COC(=O)CCCN=C2NS(=O)(=O)c3ccccc32)c(OC)c1
36	CCc1cccc(NS(=O)(=O)c2ccc3c(c2)NC(=O)C(C)S3)c1 (stereo not drawn)
37	Cn1c(-c2nnn(-c3ccc(F)cc3)n2)cc2ccccc21
38	NC(=O)c1cnn(-c2cccc(Cl)c2)c1N
39	CC(C)(C)[C@@H]1C=C(C(=O)N2CCN(Cc3ccccc3)CC2)O[C@H](OCc2ccc(CO)cc2)C1
40	Cc1sc2nc(SCC(=O)NCCOCCO)n(C)c(=O)c2c1C

compound no.	33	34	35	36	37	38	39	40
CHRM1 agonist	0	-1	4	3	.	-3	-3	-6
CHO-K1 Ca antag	-3	-5	12	-7	.	-15	-22	2
CHO parental Ca	5	-22	-16	53*	-20	1	-23	-7
TAAR1 ag	.	10	7	30	9	1	9	1
TAAR1 antag	.	12	-13	11	5	-18	-7	17
CHO-K1 Ca ag	0.2	0.3	0.5	9.0	.	0.7	-0.2	-0.1
CHO-K1 Ca PAM	-3	17	-32	-4	.	7	19	-1
CHRM1 antagonist	-16	-24	8	4	.	-9	-4	3
OXTR potentiator	1	-7	-18	-5	-2	-10	-5	0

41	Cc1nc(C)n(C(C)CNS(=O)(=O)c2ccc(Cl)cc2)n1 (stereo not drawn)
42	CCCN1CCN(C(=O)CCNC(=O)Cn2cnc3ccccc3c2=O)CC1
43	Cc1cccc(NC(=O)CSc2nncn2N)c1C
44	COc1ccc(NS(=O)(=O)c2cc(NC(=O)CCc3ccc(OC)c(OC)c3)ccc2N2CCOCC2)cc1
45	O=C(NNC(=O)c1cc2ccccc2o1)c1ccncc1
46	CCOc1cc(/C=N/NC(=O)C(OC)c2ccccc2)ccc1O (stereo not drawn)
47	COc1ccccc1NC(=O)COC(=O)c1ccc(N2CCCC2=O)cc1
48	CCC(C)NC(=O)c1ccc(CN2CCc3ccccc3C2)cc1 (stereo not drawn)

compound no.	41	42	43	44	45	46	47	48
CHRM1 agonist	-3	-5	-2	-3	-1	3	-4	-9
CHO-K1 Ca antag	0	-14	-12	-7	-9	-3	-15	-6
CHO parental Ca	-1	3	.	.	-2	0	-21	-5
TAAR1 ag	0	0	2	4	2	9	3	0
TAAR1 antag	5	-14	-4	-10	-8	-26	13	0
CHO-K1 Ca ag	1.9	0.0	1.0	0.5	0.7	0.3	-0.1	0.9
CHO-K1 Ca PAM	16	2	23	6	6	2	7	7
CHRM1 antagonist	-11	6	-1	6	-9	-13	0	65*
OXTR potentiator	6	-8	.	.	2	0	2	-1

# In another format: results already given.
nr	Compound	CHRM1 agonist	CHO-K1 Ca antag	CHO parental Ca	TAAR1 ag	TAAR1 antag	CHO-K1 Ca ag	CHO-K1 Ca PAM	CHRM1 antagonist	OXTR potentiator
42	CCCN1CCN(C(=O)CCNC(=O)Cn2cnc3ccccc3c2=O)CC1	-5	-14	3	0	-14	0.0	2	6	-8
43	Cc1cccc(NC(=O)CSc2nncn2N)c1C	-2	-12	.	2	-4	1.0	23	-1	.
44	COc1ccc(NS(=O)(=O)c2cc(NC(=O)CCc3ccc(OC)c(OC)c3)ccc2N2CCOCC2)cc1	-3	-7	.	4	-10	0.5	6	6	.

# Carrying on.
49	Cn1c(SCC(=O)Nc2cccnc2)nnc1-c1ccccc1F
50	Cc1ccc(Cc2c(C)[nH]c(=S)[nH]c2=O)cc1
51	COC(=O)c1ccc(NC(=O)CCN2C(=O)C3CC=CCC3C2=O)cc1 (stereo not drawn)
52	O=C(/C=C/c1ccco1)NCC(=O)N/N=C/c1ccc([N+](=O)[O-])cc1
53	Cc1cc(CNC(=O)CCc2nnc(CCCc3ccccc3)o2)nn1C
54	COc1cc(/C=C/C(=O)O)cc(S(=O)(=O)Nc2ccc3cn[nH]c3c2)c1OC

compound no.	49	50	51	52	53	54
CHRM1 agonist	-8	-1	-5	-6	-4	-1
CHO-K1 Ca antag	8	-6	5	0	-11	-25
CHO parental Ca	-12	-24	-7	-7	-6	-10
TAAR1 ag	4	4	12	-1	6	4
TAAR1 antag	-22	-7	-12	0	-3	7
CHO-K1 Ca ag	1.3	1.3	0.1	0.2	-0.2	0.9
CHO-K1 Ca PAM	1	10	-14	-6	-6	21
CHRM1 antagonist	-10	-16	-3	-4	-6	-10
OXTR potentiator	-5	-3	-2	-4	-7	-2

# High-throughput results (PubChem)
